Bioassay records from PubChem.
Rab9 prom act – activators of Rab9 promoter; Huh7 Rab9 promoter-luciferase reporter, luminescence, 24 h; Potency, µM (top dose mostly 9.22 µM), without a hit: top-dose activation, negative = inhibition, actives largely listed as activators; 320,000 compounds, 2.8% hits; note: % of control where 0% means no effect; nearly all actives have a fitted effect of over 60% in size
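Steps: seed 1500 Huh7 Rab9-luc cells per well, rest 2 h at 37 °C; add compound in DMSO; incubate 24 h; add luciferase reagent, 10 min ambient; read luminescence.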
NPC1 prom act – NPC1 promoter activation; Huh7 NPC1 promoter luciferase reporter, 24 h; 320,000 compounds, 2.4% hits; Potency, µM (titrated, usually from 9.22 µM), inactives show at the highest dose activation, most hits filed as activators;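 note: % of control where 0% means no effect; nearly all actives have a fitted effect of over 60% in size; reporter is driven by a mutant NPC1 promoter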
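Stably transfected Huh7 (NPC1 promoter→luciferase), 1500 cells/well in Opti-MEM + 10% FBS, 2 h settle, then compound 24 h at 37 °C. Luminescence after 10 min with Amplite reagent.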
uPA surface inh – blocks generation of uPA at the cell surface; 330,000 compounds, 0.31% hits; Potency, µM (titrated, usually from 38.3 µM), for inactives: at the top dose activity change, negative = inhibition, hits mostly inhibitors; cell surface uPA generation assay, qHTS; AID 540303; active = well fitted inhibition curve with a large enough effect; inconclusive = small, poorly fitted or top-dose-only effect; inactive = no such curve, though single readings can be large or run the other way; tested in mouse RAW 264.7 cells; note: % is set by controls: 0 for no effect and ±100 for the full control effect; nearly all actives have a fitted effect of over 55% in size
CXXC DNA block – MLL CXXC-DNA interaction inhibition; Q03164; MLL-CXXC / FITC-HOXA9 DNA fluorescence polarization; Potency, µM (doses to about 115 µM), for the others: at the top dose activity change, negative = inhibition, hits mostly inhibitors; 290,000 compounds, 0.037% hits; active = well fitted inhibition curve with a large enough effect in the polarisation, with a control signal flat, not every such curve was filed as active; inconclusive = small, poorly fitted or top-dose-only effect, or effect the other way, or a change in a side signal; inactive = no such curve, though single readings can be large or run the other way; the % refers to the polarisation
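Purified MLL-CXXC (added from a 7 uM solution) was preincubated 5 min at ambient with pinned compounds in 50 mM Tris-HCl pH 7.5, 50 mM NaCl, 1 mM DTT, 0.05% BSA. Fluorescein-labeled HOX-A9 DNA (50 nM solution) followed, 30 min, then polarization read.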
BRCA1 expr up – increases BRCA1 expression. Potency, µM (doses to about 46.1 µM), inactives show at the highest dose activation, usual class: activators. AID 624202. MCF7-BRCA1-FFLuc reporter, luminescence, 48 h; response scale: scaled: vehicle 0%, 10 µM genistein 100%. 380,000 compounds, 1.1% hits; note: nearly all actives have a fitted effect of over 80% in size; some results filed as inactive show a strong effect at the top dose
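Luminescence from a BRCA1-driven firefly luciferase in MCF7 cells was read after 48 h compound exposure at 37 C. Data normalized against DMSO and a 10microM genistein activation control, then curve-fitted across the titration.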
ELG1 genotox – genotoxicity induction in ELG1-luciferase HEK293T cells; HEK293T ELG1-luciferase reporter, luminescence, 16 h; Potency, µM (doses to about 46 µM), inactives show at the top dose activity change, positive = activation, usual class: activators; 330,000 compounds, 1.3% hits; AID 504466; note: % of control where 0% means no effect; nearly all actives have a fitted effect of over 60% in size
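Quantitative HTS format in 1536-well plates. HEK293T ELG1-luciferase reporter cells receive test compound and are incubated 16 hr at 37 °C, 5% CO2; ONE-Glo added, 30 min room temperature, then luminescence read.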
p53 reactivation – restores transcriptional activity of mutant p53. H1299 p53-A138V BP100-luciferase reporter, luminescence, 24 h. Potency, µM (top dose mostly 92.2 µM), for the others: at the top dose activity change, positive = activation, actives largely listed as activators. 320,000 compounds, 0.063% hits. AID 504706; note: % of control where 0% means no effect; nearly all actives have a fitted effect of over 45% in size
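p53-null H1299 cells stably carrying temperature-sensitive p53-A138V and a BP100-luciferase reporter were pinned with compounds (4-point, 1:5 series) and held 24 hrs at 37 deg C. Luminescence was read 10 min after detection reagent.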
Gal4-VP16 FLuc – counter-screen for ROR gamma inhibitors: Gal4-VP16 reporter | Drosophila S2 Gal4-VP16 UAS-luciferase, luminescence, 20 h | Potency, µM (highest dose often 53.6 µM), for the others: at the highest dose activity, negative = inhibition, hits mostly inhibitors | 310,000 compounds, 3.5% hits;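 note: Gal4-VP16 expression switched on by copper sulfate through the metallothionein promoter; % is set by controls: 0 for no effect and ±100 for the full control effect; nearly all actives have a fitted effect of over 50% in size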
FLuc modulator – firefly luciferase modulation, counter-screen for miR-21 project. 360,000 compounds, 6.9% hits. purified FLuc, Km substrates, luminescence inhibition. Potency, µM (titrated, usually from 57.5 µM), for the others: at the top dose activity change, negative = inhibition, actives largely listed as inhibitors. P08659;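 note: plate controls were vehicle for no effect and reference inhibitor for full effect; nearly all actives have a fitted effect of over 55% in size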
Target sequence (P08659 whole entry, looked up): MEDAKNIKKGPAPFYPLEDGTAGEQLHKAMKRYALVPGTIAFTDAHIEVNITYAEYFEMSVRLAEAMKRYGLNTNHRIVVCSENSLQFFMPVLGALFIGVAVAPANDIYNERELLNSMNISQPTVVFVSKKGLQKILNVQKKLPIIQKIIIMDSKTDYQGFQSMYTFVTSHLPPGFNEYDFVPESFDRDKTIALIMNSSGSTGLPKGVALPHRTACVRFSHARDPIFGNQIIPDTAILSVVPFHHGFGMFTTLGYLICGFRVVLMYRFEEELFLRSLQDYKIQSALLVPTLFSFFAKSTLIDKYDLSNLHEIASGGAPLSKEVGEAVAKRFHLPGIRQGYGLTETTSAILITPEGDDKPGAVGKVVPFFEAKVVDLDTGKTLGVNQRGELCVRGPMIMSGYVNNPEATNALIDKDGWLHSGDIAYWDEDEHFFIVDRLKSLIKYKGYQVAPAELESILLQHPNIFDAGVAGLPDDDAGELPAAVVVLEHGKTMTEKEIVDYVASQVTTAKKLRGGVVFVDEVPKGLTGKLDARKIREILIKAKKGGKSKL
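Purified P. pyralis luciferase, 10 nM final, with Km-level 10 uM D-luciferin and 10 uM ATP in 50 mM Tris acetate pH 7.5, 10 mM Mg acetate, 0.01% Tween-20, 0.05% BSA; 6-point qHTS titration about 60 µM downward; luminescence read.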
RORgamma inh – ROR gamma (mouse) transcription inhibition; P51450; Drosophila S2 Gal4-RORgamma UAS-luciferase reporter, 20 h; Potency, µM (doses to about 53.6 µM), for the others: at the top dose activity change, negative = inhibition, hits mostly inhibitors; 310,000 compounds, 5.4% hits; note: % is set by controls: 0 for no effect and ±100 for the full control effect; nearly all actives have a fitted effect of over 60% in size
Target sequence (P51450 whole entry, looked up, the tested form may be a part): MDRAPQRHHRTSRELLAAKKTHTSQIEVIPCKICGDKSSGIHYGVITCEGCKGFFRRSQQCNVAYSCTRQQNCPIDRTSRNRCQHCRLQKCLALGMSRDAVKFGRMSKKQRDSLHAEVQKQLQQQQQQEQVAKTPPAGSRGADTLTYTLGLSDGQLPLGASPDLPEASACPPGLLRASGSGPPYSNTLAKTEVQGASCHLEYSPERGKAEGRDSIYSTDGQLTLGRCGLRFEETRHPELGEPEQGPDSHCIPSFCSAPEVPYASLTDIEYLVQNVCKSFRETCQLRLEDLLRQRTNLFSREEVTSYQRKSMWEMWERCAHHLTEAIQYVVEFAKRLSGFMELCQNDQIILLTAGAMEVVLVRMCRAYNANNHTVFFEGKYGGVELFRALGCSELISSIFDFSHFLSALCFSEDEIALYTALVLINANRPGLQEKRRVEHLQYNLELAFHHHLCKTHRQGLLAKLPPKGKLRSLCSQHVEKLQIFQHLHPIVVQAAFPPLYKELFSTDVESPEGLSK
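Stable Schneider cell line, Gal4 DNA-binding domain fused to ROR gamma, UAS-luciferase. Cmpd 1 hr RT → CuSO4 700 uM final → 20 hr RT → luciferase reagent 10 min → luminescence.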
MBNL1 CUG block – inhibitors of human MBNL1 binding to CUG repeat RNA; Q9NR56; TR-FRET MBNL1-His/biotin-(CUG)12 binding, 665/545 ratio; Potency, µM (highest dose often 57.5 µM), for the others: at the highest dose activity change, negative = inhibition, hits mostly inhibitors; 280,000 compounds, 0.036% hits; AID 2675; active = well fitted inhibition curve with a large enough effect in the signal ratio, with a control signal flat, not every such curve was filed as active; inconclusive = small, poorly fitted or top-dose-only effect, or effect the other way, or a change in a side signal; inactive = no such curve, though single readings can be large or run the other way; the % refers to the signal ratio; note: % is set by controls: 0 for no effect and ±100 for the full control effect
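MBNL1-His + Biotin-(CUG)12, cpd titration 92 nM–58 uM; Tb anti-His Ab 0.055 ng/ul, SA-XL665 5 nM (final); 60 min RT; ratiometric 665/545 nm, Ex 340 nm; normalized to buffer and full-complex controls.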
* = called active by the depositor; u = inconclusive; x = not tested or not shown; [ ] = another dose, or the depositor's remark. Unless noted, calls come from the whole dose curve; as a rule, active = well fitted curve in the direction sought with a large enough effect; inconclusive = small, poorly fitted or top-dose-only effect, or another doubt; inactive = no such curve, though single readings can be large; an effect the other way counts as inactive or inconclusive. Potency is the fitted concentration of half-maximal effect. Some of the compounds tested. The share of hits here may be higher or lower than overall.

SMILES	Rab9 prom act	NPC1 prom act	uPA surface inh	CXXC DNA block	BRCA1 expr up	ELG1 genotox	p53 reactivation	Gal4-VP16 FLuc	FLuc modulator	RORgamma inh	MBNL1 CUG block
O=C(NC1CCCCC1)C(c1ccccc1)N(Cc1cccnc1)C(=O)c1csnn1 (configuration not stated)	6%	-6%	0%	-3%	-18%	-4%	2%	3%	0%	7%	-1%
Cn1cc(-c2cccc(C(F)(F)F)c2)cc(C#N)c1=O	0%	2%	6%	1%	-7%	3%	-2%	11%	2%	26%	14%
CC(C)NC(=O)c1cc(-c2cccs2)nc2ccccc12	0%	-3%	-8%	5%	-19%	-11%	-3%	-13%	-11%	10%	24%
O=P(/C(=N/O)Sc1ccccc1)(N1CCOCC1)N1CCOCC1	-3%	-5%	4%	5%	-1%	0%	17%	-10%	4%	30%	-1%
C/C(=C\C(=O)c1ccc(C)cc1)Nc1cccc(O)c1	0.63µM*	2.8µM*	u	4%	66%	u	u	3.5µM*	0.85µM*	6.3µM*	-10%
COc1ccc(C(=O)Nc2ccc(C)cn2)c(OC)c1	0.35µM*	u	-19%	11%	-93%[inhibitor]	0.092µM*	-36%[inhibitor]	4µM*	0.19µM*	4µM*	-4%
O=C(CCN1C(=O)CSc2ccccc21)Nc1cccc(C(F)(F)F)c1	-3%	-5%	12%	x	-5%	0%	-6%	x	2%	x	x
O=C(NCCN1CCOCC1)c1ccc(F)cc1	2%	-3%	4%	4%	25%	2%	5%	-7%	1%	-29%	-4%
CCN(CC)CCNC(=O)CS(=O)Cc1nc(-c2ccc(Cl)cc2)oc1C (configuration not stated)	-9%	0%	x	0%	-11%	0%	-2%	0%	5%	11%	6%
Cc1ccc(NC(=O)CN2CCOCC2)cc1Cl	5%	-5%	-12%	-17%	13%	3%	-3%	18%	-1%	8%	-10%
CCc1nc(C)cc2c1sc1ccccc12	-1%	-3%	-5%	-5%	1%	1%	5%	0%	u	u	4%
Cc1ccnc(NS(=O)(=O)c2ccc(N3C(=O)C4CCCCC4C3=O)cc2)n1 (configuration not stated)	1%	-1%	4%	6%	19%	21%	6%	-20%	-1%	-15%	-3%
CCOc1ccc(NC(=O)CN(C)Cc2cc(=O)n3c(-c4ccccc4)csc3n2)cc1OCC	1%	-3%	x	-10%	-39%	4%	0%	-1%	5%	-4%	7%
Cc1[nH]n(-c2cccc(Cl)c2)c(=O)c1-c1ccc(Cl)cc1	13%	-1%	-5%	u	-53%	-8%	20%	u	u	-70%	-5%
COc1ccc(N(C(C)C(=O)N/N=C/c2cc(Br)c(C)o2)S(C)(=O)=O)cc1 (configuration not stated)	-18%	-3%	-17%	-6%	-9%	-6%	0%	-13%	-1%	5%	u
COc1cccc(N=Nc2c(=O)[nH]n3c(C)cc(C)nc23)c1	1%	-2%	1%	-6%	-12%	0%	1%	-13%	-17%	u	u
COc1ccc(S(=O)(=O)N2CC(=O)Nc3ccccc32)cc1	5%	-4%	-1%	16%	-20%	0%	x	-14%	1%	7%	-2%
COc1ccc(OC)c2sc(NC(=O)c3ccc(Br)s3)nc12	-7%	1%	-8%	22%	-1%	0%	1%	-15%	1%	0%	7%
O=C(CN1C(=O)COc2ccc(S(=O)(=O)N3CCCCC3)cc21)NCc1ccccc1Cl	1%	0%	-4%	-11%	11%	-1%[9.26 µM]	7%	3%	-14%	13%	-7%
CCNc1c(NS(=O)(=O)c2ccc(OC)cc2)c(=O)oc2ccccc12	-4%	3%	1%	-5%	2%	1%	-4%	-9%	-5%	12%	-9%
COc1ccc(-n2c(SCCC#N)nnc2-c2cc(Cl)ccc2OC)cc1Cl	5%	-2%	-14%	1%	-97%[inhibitor]	0%	13%	-9%	4%	-7%	u
COC(=O)c1ccc(CNC(=O)c2c3c(nc4ccccc24)CCN(Cc2ccccc2)C3)cc1	-2%	2%	-1%	9%	-23%	-1%	-6%	-7%	-1%	22%	-4%
COc1ccc(S(=O)(=O)N2CCCC2CNC(=O)C(=O)NCc2ccc3c(c2)OCO3)cc1 (configuration not stated)	-5%	-1%	-3%	x	-18%	-4%	-11%	x	-2%	x	x
CC(C)(C)n1nnnc1C(c1ccccc1F)N(Cc1ccco1)CC1CCCO1 (configuration not stated)	0%	1%	-3%	16%	0%	-1%	2%	-13%	6%	-11%	1%
CCOc1cc(Br)c(Br)c(C=Nc2ccc(NC(C)=O)cc2)c1O	-1%	-3%	-2%	-5%	-22%	1%	-2%	-5%	8%	-42%	8%
COc1cc(CN2CCC(CCC(=O)NC3CC3)CC2)cc(Cl)c1OC	0%	-2%	13%	0%	-10%	-1%	6%	3%	-1%	-15%[1.91 µM]	-1%
COc1ccc(N(CC(=O)NCCSCc2ccc(C)cc2)S(=O)(=O)c2ccccc2)cc1	-4%	-3%	-1%	-4%	-93%[inhibitor]	-21%	-3%	-14%	-2%	10%	2%
COc1ccc(CCNCC(O)COc2ccc(OC)cc2C(C)(C)C)cc1 (configuration not stated)	-6%	-10%	0%	-11%	-86%[inhibitor]	0%	-10%	u	1%	u	-5%
O=C(O)CCC(=O)Nc1ccc(C(=O)OCC(=O)c2ccc(Cl)cc2)cc1	9%	2%	-2%	-1%	25%	3%	6%	-17%	u	13%	-4%
Cc1ccc(-c2cc(C(=O)Nc3ccccn3)c3ccccc3n2)o1	3%	-1%	x	-2%	0%	-12%	-1%	-17%	11µM*	2%	19%
COc1ccccc1OCCCN1C(=O)C(=O)c2cccc(C)c21	9%	2%	u	-4%	-13%	0%	9%	u	u	-14%	u
CCNC(=O)CC1C(=O)N(c2ccc(F)cc2)C(=O)N1CCC(C)C (configuration not stated)	-5%	0%	x	-4%	-1%	0%	6%	9%	0%	5%	0%
CCCn1nnc(NC(=O)/C=C/c2ccc(C(C)C)cc2)n1	21%	5%	-8%	-4%	14%	u	3%	u	-17%	u	x
COc1ccc(CCNC(=O)c2cnc(C)cn2)cc1	13%	-2%	-4%	-13%	12%	3%	1%	9%	1%	-3%	-15%
[O-]c1n[n+](-c2ccc(Cl)cc2)cc2ccccc12	-3%	-1%	5%	42%[activator]	-3%	-1%	-2%	0%	-10%	6%	u
O=C(NC(=S)NCCOCc1ccc(Cl)cc1)c1cccnc1	-4%	2%	-4%	-2%	-10%	-1%	-7%	18µM*	-2%	11µM*	-7%
C=CCOC(=O)CCP(=O)(CCC(=O)OCC=C)c1ccccc1	-1%	-2%	7%	2%	-11%	2%	2%	-1%	-1%	-16%	-5%
CC1O[C@@H](O[C@H](C)CC[C@@H](C)O)C(O)C[C@H]1O (some centres not stated)	-2%	-4%	-2%	x	-1%	-1%	10%	x	3%	x	x
COc1cccc(OCc2cc(C(=O)N3CCC(C(O)C(C)C)CC3)no2)c1 (configuration not stated)	-1%	-3%	3%	2%	12%	-4%	2%	u	-5%	27%	-10%
Cc1nc(N2CCOCC2)[nH]c(=O)c1CCC(C)C	-14%	-1%	x	5%	4%	0%	0%	5%	-6%	8%	0%
Cc1ccc2[nH]c(-c3ccccc3)cc(=O)c2c1	u	u	u	7%	-9%	u	u	u	1.7µM*	u	-4%
COc1ccc(CN2C(=O)C(CC(C)C)Nc3ncnc(N4CCCCC4)c32)cc1 (configuration not stated)	-2%	-6%	10%	x	-15%	0%	-7%	x	6%	x	x
Cc1ccc(NC2CCCN(C(=O)c3ccccc3-c3ncc[nH]3)C2)cc1C (configuration not stated)	1%	6%	3%	-4%	-6%	-2%	-3%	-7%	-1%	-25%	-2%
CC1(C)CC(=O)C2=C(C1)OC(N)=C(C#N)C21CCN(Cc2ccccc2)CC1	-7%	2%	6%	19%	5%	0%	-24%	-1%	3%	6%	0%
COc1ccc(OC)c(NC(=O)c2cccc(Cn3cc(Br)c([N+](=O)[O-])n3)c2)c1	-3%	-6%	5%	14%	-8%	-9%	-14%	-11%	4%	u	x
O=c1cc(CN2CCN(S(=O)(=O)c3ccc4ccccc4c3)CC2)nc2sccn12	-3%	-1%	2%	1%	-5%	-3%	8%	4%[10 µM]	0%	37%	6%
COc1ccc(OC)c(S(=O)(=O)N(C)CC(=O)N2CCN(c3ccccc3F)CC2)c1	-5%	-2%	1%	-3%	-8%	-5%	1%	3%	6%	-6%	-8%
